Source: PubChem (Sanford-Burnham Center for Chemical Genomics)
CXCR6 inh = inhibitors of human CXCR6 receptor. O00574. CHO-K1 PathHunter CXCR6 beta-arrestin, luminescence. inhibition, % at 20 µM. 0.36% of 360,000 active. AID 602244; in the data active means inhibition above about 34%, passing the limit was not always enough;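 further: antagonist mode with CXCL16 agonist at 10 nM final; 0% = 10 nM CXCL16 with DMSO and 100% = unstimulated wells without agonist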
Target sequence (O00574 whole entry, looked up): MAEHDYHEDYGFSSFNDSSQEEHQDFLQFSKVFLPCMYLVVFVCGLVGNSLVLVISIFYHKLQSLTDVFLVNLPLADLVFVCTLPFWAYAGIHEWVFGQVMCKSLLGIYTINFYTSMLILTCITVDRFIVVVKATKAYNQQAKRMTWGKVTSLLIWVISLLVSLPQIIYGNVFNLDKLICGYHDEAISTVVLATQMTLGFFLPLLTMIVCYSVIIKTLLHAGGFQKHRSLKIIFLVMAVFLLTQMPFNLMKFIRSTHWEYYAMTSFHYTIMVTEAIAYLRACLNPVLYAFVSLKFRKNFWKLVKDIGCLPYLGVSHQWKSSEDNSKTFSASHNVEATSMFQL
CCR6 antagonist = CCR6 (human) receptor antagonism; P51684; CHO-K1 CCR6 PathHunter beta-arrestin, luminescence, CCL20-stimulated; inhibition, % at 20 µM; 0.49% of 340,000 active;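 active means compounds whose inhibition of the agonist-driven luminescence signal at 20 µM reaches about 50%, limit read from the data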;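 further: cells stimulated with CCL20 at 14 nM final; plate controls were DMSO with CCL20 for no effect and DMSO without agonist for full effect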
Mdm2 MdmX PPI = disrupts the human Mdm2-MdmX interaction | SaOS-2 split-luciferase Mdm2/MdmX complementation, luminescence | O15151+Q00987 | 3% of 330,000 active | AID 485346 | inhibition, % at 8 µM;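 active means inhibition of at least 50% at 8 µM in the primary screen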
Gli-Sufu antag = blocks Gli-Sufu signaling in a luciferase reporter. inhibition, % at 5 µM. 0.74% of 340,000 active. AID 588413. Sufu-KO-LIGHT fibroblasts, Gli luciferase reporter luminescence;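 active means inhibition above about 55%, limit read from the data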;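 further: 0% = DMSO-treated cells and 100% = wells with medium but no cells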
697 NFkB inh = lowers PMA/ionomycin-induced NF-kB signal in 697 B cells. inhibition, % at 4 µM. 0.33% of 330,000 active. 697 B-cell NF-kB luciferase reporter, 16 h; in the data active means inhibition above about 35%
Jurkat NFkB inh = lowers PMA/ionomycin-induced NF-kB signal in Jurkat cells. PMA/ionomycin-induced NF-kB luciferase reporter, luminescence. inhibition, % at 4 µM. 0.53% of 330,000 active; in the data active means inhibition above about 50%
CHOP UPR activ = activators of apoptotic arm of unfolded protein response (CHOP) | CHO-CHOP luciferase reporter, UPR activation, luminescence; percent of tunicamycin response over DMSO baseline | activation, % at 10 µM | 0.34% of 330,000 active | AID 449763;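 active means at 10 µM dose, activation of 40% or more, normalized to positive control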;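 further: 100% = tunicamycin at 10 µg/mL and 0% = DMSO alone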
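measured by = luciferase luminescence | assay system = CHO-CHOP cells, stable luciferase reporter of PERK-eIF2a-CHOP signalling | amount = 500 reporter cells seeded per well | timing = 6 h compound exposure at 37 °C after overnight seeding | controls = positive tunicamycin 10 µg/mL, negative DMSO alone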
UPR XBP1 act = activators of adaptive arm of unfolded protein response (XBP1). CHO-XBP1 luciferase reporter, IRE1-XBP1 UPR activation, luminescence; percent of tunicamycin response, DMSO as zero. activation, % at 20 µM. 0.33% of 330,000 active;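 active means versus positive control, 20 µM dose yields 30% or more activation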;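 further: 100% = tunicamycin at 10 µg/mL and 0% = DMSO only wells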
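Material: CHO-XBP1 cells stably carrying IRE1-XBP1-driven luciferase reporter / Amount: 1000 cells per well / Compound: 20 µM, 1% DMSO / Times: 6 h treatment, 37 °C / Detection: luciferase luminescence / Measure: % activation of reporter signal versus tunicamycin and DMSO controls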
EBI2 block = blocks human EBI2 receptor beta-arrestin signaling | 0.81% of 360,000 active | P32249 | EBI2 beta-arrestin recruitment, luminescence, 7a,25-OHC stimulated | inhibition, % at 5 µM; in the data active means inhibition above about 38%;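 further: enzyme fragment complementation signal reports receptor beta-arrestin coupling in cells; 0% = agonist plus DMSO wells and 100% = wells without agonist; some results beyond the cut were filed as inactive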
Target sequence (P32249 whole entry, looked up, the tested form may be a part): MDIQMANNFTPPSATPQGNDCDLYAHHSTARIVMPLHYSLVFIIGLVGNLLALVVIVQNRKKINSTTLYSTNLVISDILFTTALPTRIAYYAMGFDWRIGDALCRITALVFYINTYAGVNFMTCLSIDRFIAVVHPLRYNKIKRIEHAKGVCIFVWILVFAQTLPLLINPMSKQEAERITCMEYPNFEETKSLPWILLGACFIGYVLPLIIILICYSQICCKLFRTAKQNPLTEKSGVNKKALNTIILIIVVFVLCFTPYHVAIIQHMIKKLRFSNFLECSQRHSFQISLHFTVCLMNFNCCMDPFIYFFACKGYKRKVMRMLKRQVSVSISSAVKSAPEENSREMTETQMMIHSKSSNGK
* marks the source's active call; other numbers are inactive results; . = not tested or not shown. The order is random. Share with any hit: about 5%.

compound	UPR XBP1 act	CHOP UPR activ	CCR6 antagonist	CXCR6 inh	Jurkat NFkB inh	697 NFkB inh	Mdm2 MdmX PPI	EBI2 block	Gli-Sufu antag
Cc1ccc(Nc2nc3c([nH]2)c(=O)[nH]c(=O)n3C)cc1	4	1.4	-4	-11	14	12	7	-3	3
CCc1ccc(OCCCC(=O)O)c(Br)c1	2	1.5	-1	-1	-8	0	-7	0	-1
Cc1ccc(NC(=O)c2cc(-c3ccccc3O)n[nH]2)cc1C	3	5.2	1	-4	-68	-51	-31	4	-19
O=C(CCCOc1ccccc1)Nc1cccc(S(=O)(=O)N2CCCCC2)c1	-5	-0.1	7	10	-12	-1	-2	3	5
COc1cc(/C=N/NC(=O)c2cc(C)oc2C)ccc1OCc1ccccc1	-3	2.3	3	-2	-47	17	8	16	-37
O=c1oc2ccccc2c(O)c1C=NCc1ccccn1	2	1.7	6	22	5	14	37	-1	-15
S=C(NCCc1ccccc1)N1CCCCC1	2	1.7	13	-6	-26	-68	-50	2	-58
CC1CCC2(CC1)NC(=O)N(NC(=O)c1cc3ccccc3o1)C2=O (configuration not stated)	-1	-1.8	3	-7	-1	-7	-23	-11	-3
COc1ccc(C(=O)Nn2c(C)nc3ccccc3c2=O)cc1[N+](=O)[O-]	-9	-1.1	0	3	-22	-3	-17	-2	4
COc1ccc(C(=O)Nc2cc(OC)nc(OC)n2)cc1	-5	6.6	7	6	-87	-132	-137	5	7
CCCN(CCC)S(=O)(=O)c1ccc(NC(=O)COc2ccccc2)cc1	-2	-2.4	17	7	-12	7	-30	28	0
CCN(CC)S(=O)(=O)c1ccc(OC(C)C)c(NC(=O)C2=COCCO2)c1	-1	-0.1	6	-9	-13	-1	12	8	21
c1ccc2c(CN3CCCCC3)csc2c1	-3	-1.4	4	-8	0	8	-11	-10	37
O=C(Nc1ccc2oc(-c3ccccc3F)nc2c1)c1ncn[nH]1	-1	-0.3	-5	5	-98	-197	-182	2	-48
CCC1(CC)NC(=O)N(CC(=O)OCC(=O)Nc2cc(OC)ccc2OC)C1=O	1	0.1	7	-6	2	-4	-4	-26	-7
CC(CN1CCCCC1)OC(=O)C(C)(c1ccccc1)c1ccccc1 (configuration not stated)	-2	-2.8	-6	5	-21	-7	17	-2	13
O=C(NC1CCCCC1NC(=O)c1cccs1)c1cccs1 (configuration not stated)	-1	-0.7	-8	10	0	-8	-10	-12	-1
Cn1nnnc1SCC(=O)C(C)(C)C	-1	-1.5	-3	8	-9	-2	9	-1	1
O=C1C(=O)N(CCN2CCOCC2)C(c2ccccn2)/C1=C(/O)c1ccc(F)cc1 (configuration not stated)	-2	0.1	-13	-5	4	-17	11	-1	-1
NC1=NC(=O)/C(=C/c2ccc(Br)cc2)S1	-1	2.9	-5	14	-11	-11	18	-15	-2
CC(=O)N[C@@H](CC(=O)O)C(=O)O	-6	-1.5	5	-1	0	-3	-44	-4	24
CCCN1CCN(S(=O)(=O)c2c(C)[nH]c(C)c2C(=O)N2CCCCC2)CC1	-4	0.6	-18	0	-1	0	-1	-12	-9
CCC(C)C(NC(=O)C1CCC(C)CC1)C(=O)NCCCN1CCCCC1CC (configuration not stated)	0	0.1	-4	1	6	-18	-6	-2	9
CC(=O)c1sc(N)c(C(=O)OC(C)C)c1C	4	2.9	2	1	-5	3	7	-1	-12
CCn1nc(C(=O)NNC(=O)COc2ccc(OC)cc2)c2ccccc2c1=O	0	0.2	6	-12	3	15	-5	-3	3
CCc1ccc(NC(=O)C(C)Sc2nnc(CN3CCCC3)o2)cc1 (configuration not stated)	-1	0.4	-7	-10	10	14	-13	-12	-1
Cn1nc(C(C)(C)C)cc1C(=O)NCc1cc(F)cc2c1OCOC2	-2	6.4	6	-4	65*	23	25	-6	58*
O=C(CN(CC1CCCO1)C(=O)CNS(=O)(=O)c1ccccc1)NCc1ccccc1 (configuration not stated)	2	-0.7	13	4	-12	6	-2	-1	2
CCCOCC(O)COc1ccccc1C(=O)N1CCOCC1 (configuration not stated)	-1	0.1	-15	2	3	16	25	4	-6
CC(Sc1nnc(NC2CC2)s1)C(=O)Nc1ccc(S(N)(=O)=O)cc1 (configuration not stated)	0	1.1	-2	-2	1	9	-1	2	-2
COc1ccc(CNC(=O)/C=C/c2ccc(OCCCF)cc2)cc1OC	-3	0.4	6	6	-14	8	11	-2	6
NC(=O)C1CCN(C(=O)COc2ccc(Nc3ccccc3)cc2)CC1	0	-1.4	-7	-20	-17	-33	-40	-6	0
CCOCCCNC(c1ccccc1)c1ccncc1 (configuration not stated)	-4	0.7	6	-1	4	1	-2	2	2
CC(C)Cn1c(=O)[nH]c(=O)c2c(C(F)(F)F)cc(-c3ccccc3)nc21	16	1.4	27	1	5	-13	0	2	16
Cc1ccc(NC(=O)Nc2cccc(C(F)(F)F)c2)nc1	2	0.4	4	-2	-42	-37	-8	8	-26
CCOc1ccc(C)cc1S(=O)(=O)n1nc(C)cc1C	-2	1.4	15	5	-10	7	1	-4	3
Cc1cccc(Oc2ccc(Cl)cc2N)c1	0	3.9	14	6	-23	-8	15	6	-22
O=C(/C=C/c1cccs1)c1ccc(N2CCOCC2)cc1	-10	-6.4	7	1	-75	-33	-62	45*	-38
O=[N+]([O-])c1ccc(Cl)cc1CN1CCCCCC1	-7	0.9	4	-8	8	11	21	5	19
COc1ccc(NC(=O)CCN(c2ccc(OC)cc2)S(=O)(=O)c2ccc(C)c(C)c2)cc1	.	.	12	2	.	.	.	6	15
CCn1c(=O)c(C(=O)Nc2cccnc2)c(O)c2ccccc21	.	.	4	-2	.	.	.	-3	0
CCC/C(=N\NC(=O)C1CC1)c1ccc(Br)cc1	-4	-0.7	2	4	-37	-42	-1	2	0
COc1cc2nc(=S)n3[nH]c(COc4ccccc4C)nc3c2cc1OC	-1	0.0	26	15	9	-1	4	-6	7
COc1ccc2c(CC(=O)NNC(=O)c3cccs3)coc2c1	1	2.5	9	-7	7	13	3	-12	-1
CC(NC(=O)C(=O)NN=C1CCCCCCCCCCC1)c1ccccc1 (configuration not stated)	1	-0.9	0	-7	4	13	-9	-8	3
O=C1CC(N2CCN(c3ccc(F)cc3)CC2)C(=O)N1c1ccc2c(c1)OCO2 (configuration not stated)	0	-3.1	10	5	-23	-4	1	8	-2
N#Cc1c(N2CCN(C(=O)c3ccco3)CC2)nc(-c2ccccc2)c2c1CCCC2	-3	-0.1	25	-3	-2	-23	26	9	15
Clc1nssc1=Nc1nncs1	0	2.7	15	18	5	-2	-20	-3	-3
Clc1ccccc1CN1CCN(CCCc2ccccc2)CC1	.	.	5	-17	.	.	.	-3	4
CC(=O)Nc1ccc(NC(=O)C(C)OC(=O)CNC(=O)c2cccs2)cc1 (configuration not stated)	-5	1.6	-4	-2	5	6	14	3	-9
O=C(O)c1c(Cl)c(Cl)c(Cl)c(Cl)c1C(=O)N1CCCCCC1	-1	-1.0	8	4	-4	-4	-17	4	21
CCc1ccc(NC(=O)C(=O)NCc2ccccn2)cc1	-1	2.6	15	-15	-33	-23	-40	7	-37
CC(=O)N1CCc2ccc(NC(=O)c3c(-c4c(Cl)cccc4Cl)noc3C)cc21	-2	0.8	1	5	7	3	-8	-6	-1
CCC(=O)c1ccc(OCC(=O)Nc2cc(S(=O)(=O)N3CCCCC3)ccc2N2CCN(CC)CC2)cc1	-2	1.1	8	6	0	-20	30	6	20
Cc1ccc(CN2CCN(Cc3ccc(OCCO)cc3)CC2CCO)o1 (configuration not stated)	1	-0.2	10	-3	4	12	17	1	-3
CC(c1ccccc1)N1CCN(C(=O)CCl)CC1 (configuration not stated)	2	1.5	-13	2	23	24	26	2	-1
O=C(NCCc1ccccc1)c1ccc2c(c1)N(Cc1ccccc1)CCS2	-3	5.3	10	-4	-105	-121	-13	3	4
O=C(CSc1nnc(CNC(=O)c2ccccc2)o1)NCc1ccc(F)cc1	-8	0.3	-15	0	-12	-4	23	14	2
CC(=O)[C@@H]1[C@@H](C(=O)c2ccc(F)cc2)[C@]2(C(=O)Nc3ccccc32)[C@H]2C=Cc3cc(F)ccc3N12	-1	2.4	25	-1	5	15	-2	-4	5
COc1ccc(NC(=O)C/C(C)=N/NC(=O)c2ccccn2)c(OC)c1	-2	2.7	9	-6	-6	-1	12	-3	-15
CCOc1ccc(-c2nc3c(s2)CCc2onc(-c4ccc(OC)cc4)c2-3)cc1	-1	0.4	6	6	18	1	9	-3	-7
CC(C)(C)C(=O)/C=C/c1ccc(Oc2ccccc2)cc1	.	.	9	-2	.	.	.	8	32
